All columns: NCI-60 one-dose screen, growth in % after 48 h at 10 µM unless noted; 100 = growth as untreated, 0 = no growth, -100 = all killed.
OVCAR-4: OVCAR-4 ovarian cancer cells. 80,000 compounds, 3.7% hits
OVCAR-5: OVCAR-5 ovarian cancer; 82,000 compounds, 2.9% hits
HCC-2998: HCC-2998 colon cancer. 79,000 compounds, 4.7% hits
Starred values were filed as active, the others as inactive. The calls were made as follows: active = growth percent below 10; inactive = the rest. This is a subset; rates above refer to the full screens.

SMILES | OVCAR-4 | OVCAR-5 | HCC-2998
COc1ccc(-c2c3c(nc4ncn(N)c(=N)c24)C(C)CCC3)cc1 (stereo not drawn) | 81 | 95 | 101
